Cav3 T inh: blocks human Cav3.2 T-type calcium channel. Cav3.2-expressing cells, Fluo-4 calcium fluorescence FDSS; stronger effect = lower value. B-score at 10 µM. O95180. actives 4% (n = 100,000). AID 449739;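 active means single-dose well whose peak fluorescence ratio is a statistical outlier from its plate by either plate-standardised score or position-corrected B-score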
An asterisk follows results filed as active.

Cav3 T inh	Compound
-3.9	CCCCc1ccc(NC(=O)CN2NS(=O)(=O)c3ccccc3C2=O)cc1
1.6	COc1ccc(NC(=O)N2CCC(n3nnc4cc(C)ccc43)CC2)cc1
0.43	CC(C)c1ccc(Nc2cnn(C34CC5CC(CC(CC(=O)O)(C5)C3)C4)c(=O)c2Cl)cc1
0.56	Cc1ccc(C(=O)Nc2cc(C)c(OCC(=O)N3CCOCC3)c(C)c2)cc1
0.99	CC(C)[C@H](NC(=O)NC1CCCc2ccccc21)C(=O)O (stereo not given in full)
-3	Nc1nc(SCc2ccc(Cl)cc2)ns1
-3.7*	Clc1ccccc1CN(Cc1ccccc1)c1ncnc2nc[nH]c12
-2.1	CN(C)C(=O)NC(Nc1ccc(Cl)cc1Cl)C(Cl)(Cl)Cl (stereo not given)
0.89	COc1ccc(-c2nc3c4ccccc4[nH]c(=O)n3n2)cc1
0.48	COc1ccccc1N1CCN(C(=O)Cn2nc(C(F)(F)F)c3c2CCC3)CC1
-2.6	COc1ccc(OC)c(Nc2ncnc3c2cnn3-c2cccc(C)c2)c1
-0.67	CN(c1ccccc1)S(=O)(=O)c1ccc(NC(=O)C2CCCCC2C(=O)O)cc1 (stereo not given)
-0.16	CCOc1ccccc1Nc1nnc(C)c(=O)[nH]1
0.045	O=c1c2[nH]c3ccc(Br)cc3c2ncn1CCCn1ccnc1
2.3	COc1cc(C(=O)N2CCC(n3cnc4cc(F)ccc43)CC2)cc(OC)c1OC
-0.74	CSCCC1NC2(C(=O)Nc3ccc(Cl)cc32)[C@@H]2C(=O)N(C3CCCC3)C(=O)[C@H]12 (stereo not given in full)
0.88	CCCCCNc1nc(NCCCO)c(C#N)c2c1CN(C)CC2
-0.19	Clc1ccc(-n2nnnc2SCc2cn3ccccc3n2)cc1
-5.8*	Cc1ccc2[nH]c(=O)c(CN(Cc3ccc4c(c3)OCO4)Cc3nnnn3Cc3ccco3)cc2c1
-0.18	COc1ccc(COc2cc(-c3cccc(OC)c3)nc3ccc(NC(=O)c4cccnc4)cc23)cc1
-0.59	COc1ccc(C2NC(=O)CS2)cc1 (stereo not given)
0.42	O=C(NCc1ccccc1)C1CC(=O)N(c2ccc(OCC(=O)N3CCCC3)cc2)C1 (stereo not given)
-1.9	CSc1nsc(NC(=O)Cc2ccccc2)n1
-0.28	CCN1C(=O)CSc2ccc(C(=O)NC3CCCCC3)cc21
-0.94	Cc1cc(S(=O)(=O)N2CCN(c3ccccc3O)CC2)c(C)s1
-1.7	Cc1ccc(Cn2c(=N)n(CC(O)c3ccco3)c3ccccc32)cc1 (stereo not given)
-2.4	CCOC(=O)c1sc(NC(=O)C2C3C=CC(C3)C2C(=O)O)nc1C (stereo not given)
0.43	COC(=O)c1sc2cc(C(F)(F)F)cnc2c1-c1ccccc1
0.27	CCOc1ccc(C(CC(=O)O)NC(=O)COc2ccccc2)cc1 (stereo not given)
-0.48	Cc1cc(=O)[nH]c(SCC(=O)NCc2ccco2)n1
-0.95	CCn1c(SCC(=O)OC)nc2sc3c(c2c1=O)CCC3
0.057	Cn1c(COc2ccccc2)nnc1SCCN1CCOCC1
-0.49	CCNC(=O)c1c(O)c2ccccc2[nH]c1=O
0.49	CC(C)c1ccc(-c2c(C#N)c(N)nc(SCC(=O)N3CCCCCC3)c2C#N)cc1
-0.97	COc1ccc(CNC(=O)c2cc(-c3ccccc3OC)on2)cc1
-0.34	Cn1c(/C(C#N)=C/Nc2ccccn2)nc2ccccc21
-0.94	Cc1ccc(N2C(=O)[C@@H]3[C@H](C2=O)[C@H]2C=CC=NN2[C@@H]3C(=O)Nc2ccc(Cl)cc2)cc1
-0.12	O=C(C1CCCN(Cc2cccnc2)C1)N1CCCCC1 (stereo not given)
-0.0044	c1nc2sc3c(c2c2nnnn12)CCC3
0.86	COc1cc(OC)c(C#N)c(S(=O)Cc2ccccc2)c1 (stereo not given)
0.25	CCCc1nc(SCC(=O)Nc2nnc(CC)s2)c2c(C)c(C)sc2n1
0.11	Fc1cc(F)c2nc(N3CCCCC3)sc2c1
-0.65	CC(C)C1Cc2[nH]c(=O)c(C(=O)O)cc2CO1 (stereo not given)
-2.2	Cc1ccccc1CSc1nnc(NC(=O)C2COc3ccccc3O2)s1 (stereo not given)
0.38	O=S1(=O)N=C2CCCN2C(c2ccc(F)cc2)N1 (stereo not given)
-2.9	COC(=O)c1ccc(NC(=O)c2ccccc2NS(=O)(=O)c2ccccc2)cc1
0.35	CCN(CC(=O)NC1CCS(=O)(=O)C1)C(=O)C(c1ccccc1)c1ccccc1 (stereo not given)
0.049	N#CC1=C(N)N2C(=C(C#N)C13CCN(Cc1ccccc1)CC3)Nc1ccccc12
0.013	COCCNC(C)C(=O)Nc1ccc(Br)cc1 (stereo not given)
-2.8	COC(=O)CN1C(=O)C(O)(CC(=O)c2ccc(C)cc2)c2cc(Br)ccc21 (stereo not given)

Additional records follow.
Cav3 T inh	Compound
-1.2	CCN(CC)S(=O)(=O)c1ccc(NC2c3ccccc3C(=O)N2Cc2ccc3c(c2)OCO3)cc1 (stereo not given)
-0.22	O=C1c2ccccc2C(=O)N1c1cccc(-c2nc3ccccc3o2)c1
0.56	COc1ccc(C(=O)NNC(=O)CSc2nnc(COc3ccc4ccccc4c3)n2C)cc1
0.55	Cc1cc(NC(=O)C2CC(c3ccc(F)cc3)=NO2)n(-c2ccccc2)n1 (stereo not given)
-0.49	COc1cccc(Oc2coc3c(CN4CCOCC4)c(O)ccc3c2=O)c1
-0.02	Cc1csc2ncc(C(=O)NCc3ccc4c(c3)OCO4)c(=O)n12
-2.2	COc1ccc(C(C(=O)NC2CCCC2)N(C(=O)c2snc(-c3ccc(F)cc3)c2N)c2ccc(F)cc2)cc1 (stereo not given)
0.039	COc1cccc(N/C(SC)=C(/C#N)C(N)=O)c1
-10*	CCN(CC)c1ccc2cc(C(C)=O)c(=O)oc2c1
-7.8*	CN(c1ccccc1)c1ccc(/C=c2\s/c(=C(/C#N)C(=O)C(C)(C)C)n(Cc3ccco3)c2=O)cc1
-0.97	C=CCn1c(-c2ccccc2)ccc(C#N)c1=O
0.11	Cc1ccc(C(=O)Nc2c(C(=O)N3CCOCC3)cnn2-c2ccccc2)cc1
-1	Cc1ccc2cc(CN(Cc3ccc(F)cc3)Cc3nnnn3C3CCCC3)c(=O)[nH]c2c1
-0.58	Fc1cccc(Nc2nc3ccccc3n3nnnc23)c1
-0.33	COc1cccc(NC(=O)N[C@@H](Cc2ccccc2)C(=O)O)c1
0.1	O=C(CNC(=O)c1cc2c(s1)CCC2)Nc1ccccc1Br
0.46	CC1=CC2(C#N)C3(N=C(N)C2(C#N)C(c2ccccc2)N1)OCCO3 (stereo not given)
-0.58	CS(=O)(=O)N1CCN(c2ccccc2NC(=O)c2ccc(-c3ccc(Cl)cc3Cl)o2)CC1
0.099	CCCOc1ccc(C(=O)CCN2CCCCC2)cc1
-0.45	Cc1ccc(-n2c(SCC(=O)Nc3ccc4c(c3)OCO4)nnc2-c2ccoc2C)cc1
-0.18	CCCOc1ccc(N2C(=O)CC(N(CCC)C(=O)CCC(=O)O)C2=O)cc1 (stereo not given)
0.33	COCCn1c(N)c(S(=O)(=O)c2cccs2)c2nc3ccccc3nc21
0.13	O=C(CSc1ccc(Cl)cc1)Nc1ccc(N2CCN(C(=O)c3ccco3)CC2)cc1
0.061	COc1ccc(C(=O)NC(=O)Nc2ncccc2C)cc1
-0.84	CCN1CCN(C(=O)c2cc3c(-c4ccc(Cl)cc4)nn(C)c3s2)CC1
0.17	CCOC(=O)c1sc(NC(=O)CSc2nc(C)cc(C)c2C#N)c(C#N)c1C
0.12	O=C(O)c1cccc(N2CCCCS2(=O)=O)c1
0.95	CCCOc1ccc(C2C(C(=O)c3ccc(C)o3)=C(O)C(=O)N2CCCn2ccnc2)cc1 (stereo not given)
-0.9	N#C/C(=C(/O)COC(=O)CCC1CCCCC1)c1nc2ccccc2[nH]1
-0.15	COC(=O)c1[nH]c2ccc(F)cc2c1NC(=O)C1=COCCO1
-0.062	O=C(Cn1nnc(-c2ccccc2)n1)NCc1ccccc1
1.3	CCOc1ccccc1N1CCN(c2nc(N)c(C#N)c(CC#N)c2C#N)CC1
0.43	OC(CCN1CCCC1)(c1ccccc1)C1CCCCC1 (stereo not given)
0.11	CN1C(C(=O)NCc2ccc(OC(F)(F)F)cc2)CC2Cn3c(nc4ccccc43)C21 (stereo not given)
-1.6	CCO[C@H]1OC(C(=O)NCc2nc3ccccc3[nH]2)=C[C@@H](c2csc3ccccc23)[C@@H]1CCCO
0.55	COC(=O)Cc1c(C)c2ccc(OCC(C)=O)c(C)c2oc1=O
-0.019	COc1ccc(NC(=O)COC(=O)c2c(C)noc2C)c(OC)c1
-0.061	CCOCCCNC(=O)c1cccs1
0.47	CC(=O)OCCOc1nc(N(C)C)nc(N(C)C)n1
-0.61	NC(=S)N/N=C/c1ccc(-c2cc(Cl)ccc2Cl)o1
-0.27	Cc1c(Cc2ccc3c(c2)OCO3)sc(NC(=O)c2ccccc2)c1C(N)=O
-3.5	Nc1ccc(C(=O)OCC(=O)NC2CCCc3ccccc32)cc1[N+](=O)[O-] (stereo not given)
0.038	COc1ccc(S(=O)(=O)Nc2cc(C)ccn2)cc1OC
-1.3	COc1ccc(S(=O)(=O)NCC(c2cccnc2)N2CCN(c3ccc(F)cc3)CC2)cc1C (stereo not given)
-0.017	COCCSc1nnc(NC(=O)Cc2ccccc2OC)s1
1.8	COC(=O)c1c(NC(=O)CN2CCN(C(=O)c3ccco3)CC2)c2cc(C)ccc2n1C
0.12	CC(=O)c1cc2c(cc1NS(=O)(=O)c1ccccc1)OCO2
-0.69	CC(=O)c1c(C)nc(C)nc1NC(=O)C(C)C
0.78	N/C(=N\OC(=O)c1ccccc1Cl)c1cccnc1
0.25	O=C(C1CCCN(Cc2ccccc2C(F)(F)F)C1)N1CCCCC1 (stereo not given)

A portion from further up, for reference:
Cav3 T inh	Compound
-3.9	CCCCc1ccc(NC(=O)CN2NS(=O)(=O)c3ccccc3C2=O)cc1
1.6	COc1ccc(NC(=O)N2CCC(n3nnc4cc(C)ccc43)CC2)cc1
0.43	CC(C)c1ccc(Nc2cnn(C34CC5CC(CC(CC(=O)O)(C5)C3)C4)c(=O)c2Cl)cc1
0.56	Cc1ccc(C(=O)Nc2cc(C)c(OCC(=O)N3CCOCC3)c(C)c2)cc1

In the list so far, four have bromine.
Cav3 T inh	Compound
0.045	O=c1c2[nH]c3ccc(Br)cc3c2ncn1CCCn1ccnc1
0.013	COCCNC(C)C(=O)Nc1ccc(Br)cc1 (stereo not given)
-2.8	COC(=O)CN1C(=O)C(O)(CC(=O)c2ccc(C)cc2)c2cc(Br)ccc21 (stereo not given)
0.1	O=C(CNC(=O)c1cc2c(s1)CCC2)Nc1ccccc1Br

Next section
Cav3 T inh	Compound
0.93	CCOc1ccccc1N1C(=O)CC(Sc2ncccc2C(=O)O)C1=O (stereo not given)
-1.1	CCOc1ccc(-c2cc(C(=O)O)c3ccccc3n2)c(OCC)c1
-0.57	Cc1ccc(/C=C/C(=O)c2ccc(C)cc2)cc1
0.31	O=C(CCCn1c(SCC(=O)NCC2CCCO2)nc2ccccc2c1=O)NCC1CCCO1 (stereo not given)
-4.9*	CCN(CCNC(=O)C1CCCN(Cc2nc(-c3ccc(OC)cc3)oc2C)C1)c1ccccc1 (stereo not given)
-0.37	Cc1sc2nc(CN3CCN(S(=O)(=O)c4cccc5nonc45)CC3)[nH]c(=O)c2c1C
-0.96	O=C(COC(=O)c1cccc(Oc2ccccc2)c1)NCc1ccco1
-0.0069	Cn1c(SCc2ccccc2F)nnc1-c1cnccn1
1.5	CC(=O)Nc1cccc(Oc2cc(C#N)c(C#N)cc2N2CCOCC2)c1
-2.7	O=c1cc2c(nn1Cc1ccc(Cl)cc1Cl)-c1ccccc1CC2
-2.4	O=C(CSc1ccccc1Cl)N1CCC(c2nc3ccccc3s2)CC1
-0.37	COc1ccccc1N1CCN(C(=O)COc2ccc(Cl)cc2)CC1
0.6	CC(C)C(O)(C#CCN1CCCCC1)c1ccccc1 (stereo not given)
0.44	Cc1ccccc1CN1CCN(CC(=O)NCCCN2CCN(c3ccc(F)cc3)CC2)C1=O
-1.9	CCOC(=O)c1sc(NC(=O)c2c(OC)cccc2OC)nc1C
-0.47	C=CCc1ccc(OCCCOc2ccc(C)cc2OC)c(OC)c1
-2.2	CCCNC(=O)c1ccccc1NC(=O)c1ccc(CSc2ccccc2)cc1
-0.69	C=CCSc1nc(C)c(CC=C)c(=O)[nH]1
-0.92	O=C(CNC(=O)c1cccc(Br)c1)NCCc1nc2ccccc2[nH]1
-0.35	COc1ccc(S(=O)(=O)N(CC(=O)NC2CC2)c2ccc(C)cc2)cc1OC
-1	CS(=O)(=O)c1ccc2nc(NC(=O)Oc3ccccc3)sc2c1
0.24	Cc1nc(N(C)C)c2sc(=S)n(C)c2n1
1.5	CCOC(=O)C1=C(C)NC(=O)NC1C(C)C (stereo not given)
0.0041	c1ccc2c(-c3nc(C4CCCCC4)no3)cc(-c3ccncc3)nc2c1
0.86	CCC12CC3CC(C1)CC(C(=O)O)(C3)C2

A second format for some results above:
COc1ccc(S(=O)(=O)N(CC(=O)NC2CC2)c2ccc(C)cc2)cc1OC
  Cav3 T inh = -0.35

Cc1ccc(/C=C/C(=O)c2ccc(C)cc2)cc1
  Cav3 T inh = -0.57

(cont.)
Cav3 T inh	Compound
0.12	CCc1c(C)nc2[nH]nc(-c3ccccc3C)n2c1=O
-0.39	O=C1CCCN1C(=O)CCC(=O)N1CCCC1=O
-0.11	CCOC(=O)c1c(C)[nH]c(C)c1C(=O)COC(=O)C1CCCN1S(=O)(=O)c1ccccc1F (stereo not given)
0.14	Cc1cc(C)nc(SCCC(=O)Nc2ccccc2)n1

With a hit mark in Cav3 T inh (from the list above):
Cav3 T inh	Compound
-3.7*	Clc1ccccc1CN(Cc1ccccc1)c1ncnc2nc[nH]c12
-5.8*	Cc1ccc2[nH]c(=O)c(CN(Cc3ccc4c(c3)OCO4)Cc3nnnn3Cc3ccco3)cc2c1
-10*	CCN(CC)c1ccc2cc(C(C)=O)c(=O)oc2c1
-7.8*	CN(c1ccccc1)c1ccc(/C=c2\s/c(=C(/C#N)C(=O)C(C)(C)C)n(Cc3ccco3)c2=O)cc1
-4.9*	CCN(CCNC(=O)C1CCCN(Cc2nc(-c3ccc(OC)cc3)oc2C)C1)c1ccccc1 (stereo not given)

An excerpt. The share of hits here may be higher or lower than overall.
